p97 ATPase inh: inhibitors of human p97 ATPase, primary screen, biochemical; Transitional endoplasmic reticulum ATPase (Homo sapiens), P55072; recombinant p97 ATPase, Kinase-Glo ATP luminescence, 3 h; inhibition, % at 8 µM; 0.42% of 220,000 active; AID 1481, 2009; in the data active means inhibition above about 15%;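 further: 0% = DMSO vehicle and 100% = wells lacking enzyme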
Cl transport mod: KCC2 cotransporter modulators, thallium flux, primary screen, cell-based, HEK293 KCC2, FluoZin-2 fluorescence, MLSMR; Solute carrier family 12 member 5 (Homo sapiens), Q9H2X9; AID 1456, 2008; 2.2% of 190,000 active; B-score of Tl+ flux slope (higher = more flux/activation; lower = inhibition) at 10 µM; KCC2 cells, thallium flux FluoZin-2 fluorescence;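 active means thallium flux slope and its plate-corrected score both differing from the plate sample mean at a set confidence after two filtering rounds, in either direction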;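 further: slope of fluorescence scaled to starting intensity during 10 to 20 s after thallium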
KLK5 inh: human KLK5 protease inhibitors, primary screen, biochemical, 1536-well. 0.59% of 210,000 active. recombinant hK5, fluorogenic AMC substrate cleavage. inhibition, % at 5 µM. AID 873, 2007;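 active means inhibition of 40% or more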;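 further: 0% = enzyme controls without compound and 100% = no-enzyme blanks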
Target sequence (Q9Y337 67-293 limits assumed): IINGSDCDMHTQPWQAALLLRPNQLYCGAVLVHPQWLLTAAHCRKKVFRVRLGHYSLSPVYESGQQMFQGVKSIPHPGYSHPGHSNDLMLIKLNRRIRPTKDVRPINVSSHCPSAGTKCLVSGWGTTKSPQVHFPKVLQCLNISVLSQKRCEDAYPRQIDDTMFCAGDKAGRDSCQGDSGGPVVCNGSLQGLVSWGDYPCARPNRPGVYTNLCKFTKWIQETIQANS
thrombin 1536: human alpha-thrombin inhibitors, primary screen, counter-screen for coagulation protease inhibitor project, biochemical, 1536-well, fluorogenic AMC substrate; inhibition, % at 5 µM; Prothrombin (Homo sapiens), P00734; AID 1046, 2008; Boc-VPR-AMC fluorogenic substrate cleavage; 0.26% of 220,000 active;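 active means inhibition at or above 40%; inactive means inhibition below 40%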;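 further: 0% = enzyme with no compound and 100% = wells without enzyme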
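System – human alpha-thrombin protein · Reagent – Boc-VPR-AMC substrate, 15 µM final · Compound – 5 µM single dose in 0.2% DMSO · Schedule – reaction at room temperature · Technique – AMC fluorescence at 355 nm excitation and 460 nm emission · Read-out basis – % inhibition relative to enzyme controls and enzyme-free blanks · Control set – no-compound enzyme wells and no-enzyme blanks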
Wee1 degr inh: Wee1 degradation inhibitors, primary screen, cell-based, HeLa, Wee1K328M-luciferase, luminescence | 1.2% of 220,000 active | reporter increase, % at 5 µM | HeLa Luc-Wee1K328M stability; 100% = proteasome inhibitor MG132 effect | Wee1-like protein kinase (Homo sapiens), P30291;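 active means activation above the mean of all tested compounds plus 3 SD, set per screening run, cut at about 8.8% in these data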;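 further: cells exposed to compound for 20 h before luminescence read; 0% = DMSO alone and 100% = MG132 at 30 µM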
Target sequence (P30291 whole entry K328M): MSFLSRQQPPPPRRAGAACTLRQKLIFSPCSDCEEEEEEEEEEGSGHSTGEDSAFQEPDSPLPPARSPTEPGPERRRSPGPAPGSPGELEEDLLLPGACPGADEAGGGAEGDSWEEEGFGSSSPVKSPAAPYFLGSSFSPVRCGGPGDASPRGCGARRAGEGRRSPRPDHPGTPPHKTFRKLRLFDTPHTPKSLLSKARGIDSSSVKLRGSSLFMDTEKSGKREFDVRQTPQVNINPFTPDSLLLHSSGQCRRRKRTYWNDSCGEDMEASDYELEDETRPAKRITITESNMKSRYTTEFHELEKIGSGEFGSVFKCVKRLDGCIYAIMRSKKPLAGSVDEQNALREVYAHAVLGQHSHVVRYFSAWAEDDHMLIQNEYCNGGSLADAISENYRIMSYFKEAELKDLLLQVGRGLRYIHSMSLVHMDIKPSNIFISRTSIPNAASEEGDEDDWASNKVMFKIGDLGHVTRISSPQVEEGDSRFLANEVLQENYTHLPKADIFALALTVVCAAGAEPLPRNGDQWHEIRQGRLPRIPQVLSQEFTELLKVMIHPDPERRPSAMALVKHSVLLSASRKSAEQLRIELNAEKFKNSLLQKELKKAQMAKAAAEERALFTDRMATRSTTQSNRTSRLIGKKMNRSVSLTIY
Furin inhibitor: human furin inhibitors, primary screen, biochemical, fluorescence intensity. P09958. purified furin, fluorogenic substrate cleavage. inhibition, % at 30 µM. 0.061% of 220,000 active. AID 463115, 2010; in the data active means inhibition above about 25%; further: inactives centre near -15
FXIa inh: human FXIa protease inhibitors, primary screen, biochemical, 1536-well. Coagulation factor XI (Homo sapiens), P03951. purified FXIa, Boc-Glu-Ala-Arg-AMC fluorogenic substrate. inhibition, % at 5 µM. 0.14% of 220,000 active. AID 798, 2007;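 active means inhibition of at least 40%; inactive means inhibition below 40%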;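 further: fluorescence of freed AMC excited at 355 nm; 0% = enzyme without compound and 100% = no enzyme blank; many of its hits are not listed in these tables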
FXIIa inh: human FXIIa protease inhibitors, primary screen, biochemical, 1536-well; inhibition, % at 5 µM; Coagulation factor XII (Homo sapiens), P00748; 0.3% of 220,000 active; AID 800, 2007; purified FXIIa, Boc-QGR-AMC fluorogenic substrate, 2 h; in the data active means inhibition above about 40%;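 further: 0% = enzyme with no compound and 100% = blank without enzyme; many of its hits are not listed in these tables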
PERK inhibitor: block of dimerizer-induced PERK translation repression, primary screen, PERK inhibitor project, CHO PERK-DD cells, SEAP luminescence, HTS | Eukaryotic translation initiation factor 2-alpha kinase 3 (Homo sapiens), Q9NZJ5 | CHO PERK-DD fusion, SEAP luminescence translation reporter | inhibition, % at 5.6 µM | 0.17% of 220,000 active;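 active means inhibition above the mean inhibition of all tested compounds plus 3 SD, set separately per screening campaign, cut at about 2.9% in these data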;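 further: PERK kinase domain activated by AP20187 dimerizer at 100 nM; 0% = DMSO with dimerizer and 100% = rapamycin at 8.4 µM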
The depositor's hits bear a star; . = not tested or not shown; & = joins results of further samples; ! = not active in a repeat; [ ] = remark or other dose.

The line under a structure holds: p97 ATPase inh | PERK inhibitor | KLK5 inh | FXIa inh | Furin inhibitor | Cl transport mod | Wee1 degr inh | FXIIa inh | thrombin 1536
> Clc1ccccc1CSc1nnc(Cn2cnc3ccccc32)n1-c1ccccc1
    -5 | -1.5 | -1 | -5 | -15[20 µM] | 0.41 | 1 | -2 | -5
> COc1ccc(Oc2cccc(Cl)c2CNC(=O)CCCC(=O)O)cc1
    8 | 0.1 | -1 | 3 | -11 | -0.47 | 0 | 11 | -1
> C=C/C(C)=C/CC1C(=C)CCC2C(C)(C(=O)O)CCCC12C (centres undefined)
    . | . | 4 | 4 | -27 | 2.3* | . | 7 | 5
> COCCn1c(SCC(=O)Nc2ccc(NC(=O)c3ccco3)c(OC)c2)nc2ccccc2c1=O
    -3 | -0.2 | -50 | 0 | -23[20 µM] | 0.33 | -2 | 7 | -9
> C/C=C/C(=O)N1c2ccccc2C(C)=CC1(C)C
    -5 | 0.1 | 8 | 1 | 9 | 0.12 | -1 | 6 | -13
> CC(C(=O)Nc1ccccc1F)N1C(=O)c2ccccc2C1=O (centres undefined)
    -1 | 1.1 | -11 | -5 | -13 | . | 6 | -2 | -2
> O=C(Nc1nc(-c2ccccc2)cs1)c1cccc([N+](=O)[O-])c1C(=O)O
    -1 | 0.3 | -5 | 7 | -4 | -1.8 | 3 | 6 | 2
> COC(=O)c1sc2ccc(C)cc2c1C(=O)OC
    2 | 1.2 | 10 | 7 | -9[20 µM] | 0.45 | -1 | 19 | 19
> Cc1cccc(/C(N)=N/OC(=O)Cc2cccc3ccccc23)c1
    2 | 1.9 | . | -1 | -21 | 0.032 | 1 | 9 | -5
> N#C/C(=C\c1c(N2CCC(C(N)=O)CC2)nc2ccccn2c1=O)C(=O)NCc1ccco1
    4 | 1.4 | 11 | 4 | -14 | 1.6 | 1 | 8 | -3
> Cc1cccc(NC(=O)CSc2nnc(NC(=O)CN3CCOCC3)s2)c1
    -1 | 0.0 | -10 | -7 | -9[20 µM] | . | 5 | -1 | -6
> O=S(=O)(Nc1cccc(-c2nc3cccnc3s2)c1)c1ccc2c(c1)OCCO2
    0 | 0.5 | -10 | 3 | -31 | 0.064 | 2 | 10 | -4
> C=C1SC(=Nc2c(C)cc(C)cc2C)N(C(=O)c2sc3ccccc3c2Cl)C12CCCCC2
    1 | 1.5 | -3 | -5 | -15 | -0.46 | 2 | 13 | -1
> COCCCNC(=S)NNC(=S)Nc1cccc(Cl)c1
    10 | 1.9 | -4 | -1 | -6 | -0.06 | -1 | 5 | 2
> COc1ccc(C(CC(=O)N2CCN(c3ccccc3)CC2)c2c(OC)cc(OC)c3ccc(=O)oc23)cc1 (centres undefined)
    . | . | -1 | -1 | -19 | -1.1 | . | 5 | -3
> CC1CN(C(=O)Nc2ccc3snnc3c2)c2ccccc21 (centres undefined)
    3 | 0.8 | -4 | 2 | -18 | -1 | -3 | 10 | -2
> COc1ccccc1NC(=O)c1ccccc1NS(C)(=O)=O
    5 | -0.1 | -3 | -3 | -26[20 µM] | -0.19 | 1 | 13 | -5
> CCC1(c2ccc(Cl)cc2)NC(=S)N(c2ccc(C)cc2)N1 (centres undefined)
    7 | 2.1 | -10 | 19 | -21 | 52* | -3 | 8 | -1
> Cc1cccc(C2(c3cccc(C)c3)OC(=O)c3ccccc32)c1
    -3 | -0.1 | -7 | -1 | -17[20 µM] | 0.7 | 1 | 5 | -2
> C/C(=N/NC(=O)CCc1ccccc1)c1ccco1
    3 | 0.0 | -8 | -2 | -13 | 0.084 | 1 | 6 | 3
> O=C(/C=C/c1ccccc1Cl)Nc1ccc2c(c1)C(=O)NC2=O
    2 | 0.8 | 0 | 2 | -33 | 0.89 | 3 | 9 | -2
> COc1ccc(C(=O)NCCOc2cccc(OC)c2)cc1
    -1 | -0.6 | -3 | -7 | -27 | -0.39 | 1 | . | -7
> O=C(CSc1ccsc1[N+](=O)[O-])NC1CCCC1
    4 | 1.3 | 5 | 4 | -25 | -0.048 | 2 | 7 | 0
> O=C(COC(=O)c1ccccc1Br)NCCc1ccc(F)cc1
    -9 | -0.5 | -3 | -3 | -1 | -2.3 | -2 | 1 | -7
> CCc1cccc2c(C(=O)COC(=O)c3ccc(O)cc3)c[nH]c12
    5 | -0.7 | -17 | 0 | -7 | -0.91 | 7 | 0 | -9
> CC(=O)Nc1ccc(S(=O)(=O)Nc2nc3ccccc3nc2Nc2ccc(S(N)(=O)=O)cc2)cc1
    6 | 0.7 | -10 | -4 | -8 | 1.1 | 0 | 2 | 1
> O=C(CSc1nnc2scc(-c3ccccc3)n12)Nc1ccc2c(c1)OCCO2
    8 | -0.7 | 0 | -4 | -18[20 µM] | -1.5 | 2 | 10 | -2
> O=C(CN(c1ccccc1)S(=O)(=O)c1ccccc1)Nc1ccccc1C(=O)NCc1ccco1
    -4 | -0.7 | -19 | 5 | -9 | -0.23 | -3 | 5 | -7
> O=C(CSc1nnc(-c2ccccn2)n1-c1ccccc1)Nc1ccc2c(c1)OCO2
    1 | 0.4 | -1 | -5 | -28[20 µM] | -1.7 | 1 | -9 | 0
> O=C(CN1CCCCCC1)OCCN=C1NS(=O)(=O)c2ccccc21
    4 | 0.8 | -1 | 1 | -29[20 µM] | 0.42 | 0 | 8 | -2
> CN1N=C2c3ccccc3CCC2C1c1ccc(C(F)(F)F)cc1 (centres undefined)
    2 | 0.4 | 1 | 1 | -21 | 0.34 | 0 | 15 | 7
> CCOC(=O)c1sc(=NC(=O)/C=C/c2cccs2)n(C)c1C
    -8 | -0.1 | 0 | 5 | -14 | 0.28 | 4 | 9 | -7
> Cc1cc(C)cc(-n2nnnc2-c2cn(C)nc2C(F)(F)F)c1
    -1 | 1.5 | 3 | 0 | -30[20 µM] | . | 1 | -3 | 3
> COc1ccccc1C(=O)NCCCn1cc(Br)c(C)n1
    -3 | -0.6 | -23 | -2 | -17[20 µM] | -0.023 | 3 | -2 | -5
> O=C(O)C(Cc1ccccc1)N1C(=O)C2CCCCC2C1=O (centres undefined)
    7 | 1.2 | 2 | -2 | -30 | -0.006 | 1 | 7 | -8
> Cc1nc(-c2cc(-c3nc(-c4cc(C(F)(F)F)cc(C(F)(F)F)c4)no3)no2)cs1
    6 | 0.7 | -5 | -7 | -14 | -0.19 | -1 | 9 | 0
> CCCCN=C1CC(C)(C)CC(=O)/C1=C(/O)CCC
    6 | -0.9 | 0 | 1 | -12 | 0.011 | 8 | 2 | -4
> CC1CCc2nc3ccccc3c(C(=O)OCC(=O)N(C)C3CCS(=O)(=O)C3)c2C1 (centres undefined)
    6 | 0.4 | 4 | 2 | -14 | -0.89 | 4 | 9 | -2
> Cc1cc(-c2nnc(SCC(=O)Nc3ccccc3Cl)n2C)no1
    4 | 0.4 | 7 | 4 | -22 | 0.56 | 3 | 4 | -4
> COCCCNC(=O)Nc1ccc2c(c1)N(C)C(=O)CS2
    2 | 0.8 | 2 | 0 | -9[20 µM] | . | -2 | -13 | -13
> COC(=O)CN1C(=O)N/C(=C/c2ccccc2OC)C1=O
    1 | 0.3 | -7 | 0 | 15 | -0.16 | -5 | 7 | .
> CCOC(=O)/C(C#N)=C/c1c[nH]c2ccccc12
    1&-1 | 0.4&0.7 | 3&10 | 5&-4 | -6&-8 | -0.23&-1.7 | 10*! | 11&11 | -3&1
> Oc1ccc(/C=N\Nc2cc(N3CCOCC3)nc(N3CCOCC3)n2)c(O)c1
    11 | -0.6 | -4 | 8 | -9 | -0.4 | 4 | 7 | 3
> O=C(Nc1cnn(Cc2ccc(F)cc2)c1)c1cnccn1
    -1 | 0.5 | -15 | -19 | -19[20 µM] | -0.55 | 2 | 2 | -5
> Cc1ccccc1C(=O)NC1CCN(CC(=O)NCc2cccs2)CC1
    -3 | 1.6 | 1 | -2 | -16 | 0.015 | 7 | 13 | 1
> COc1cccc(NC(=O)CC2(CC(=O)O)CCCC2)c1
    6 | 1.2 | -23 | -3 | -23 | 0.61 | 0 | 8 | -3
> Cc1cc(C)n(C/C=C/Cn2nc(C)cc2C)n1
    2 | -0.7 | -7 | 6 | -13[20 µM] | -0.047 | 0 | 16 | 1
> COc1ccc(CN2CCN(C(=O)c3cccc(OC)c3OC)CC2)cc1OC
    2 | -0.3 | -22 | -4 | -11 | -0.8 | 0 | 21 | 0
> NC(=O)N(CCC(=O)O)c1ccccc1
    8 | 0.9 | -10 | 4 | -20 | 0.97 | 10* | 12 | 3
> Cc1ccccc1-n1c(Cn2c(=O)sc3ccccc32)nnc1SC(C)C
    6 | 0.1 | -4 | 2 | -20 | 1.2 | -1 | 6 | -9
> CC(NO)/C(=N\O)c1cccs1 (centres undefined)
    3 | 0.3 | 1 | 5 | -14[20 µM] | 0.5 | 1 | 14 | -3
> C=CCOc1cccc(C2C(C(=O)c3ccco3)=C(O)C(=O)N2CCN(CC)CC)c1 (centres undefined)
    0 | 0.6 | -5 | -4 | -6 | . | 1 | 4 | 0
> CCOC(=O)c1[nH]c2ccc(Cl)cc2c1-c1ccccc1
    -11 | 0.2 | 5 | -1 | -5[20 µM] | 0.72 | 2 | 6 | 1
> O=C1C2CCCN2C(c2ccccc2)N1c1cccc(Cl)c1 (centres undefined)
    7 | 1.9 | 0 | 3 | -31 | -0.035 | -1 | 16 | -1
> CC(=O)N(CC(=O)O)c1ccccc1
    0 | 0.9 | -13 | -1 | -13 | 0.048 | -1 | 6 | -10
> COC(=O)C(C)C1Sc2ccccc2NC1=O (centres undefined)
    -2 | -0.2 | 8 | -6 | -24[20 µM] | -0.32 | -2 | -1 | -2
> CC(C)CCNC(=O)c1ccc2c(c1)ncn2C1CCCC1
    3 | 0.6 | . | 2 | -22 | -0.81 | 3 | 9 | -2
> O=C(N/N=C/C(Br)=C/c1ccccc1)c1n[nH]c2c1CCC2
    6 | -0.4 | 0 | 0 | -14[20 µM] | . | 2 | 8 | -2
> O=C(O/N=C1/CCSc2ccccc21)c1ccccc1
    -2 | 1.2 | 8 | -16 | -13[20 µM] | -0.09 | -1 | 14 | -3

Compound profiles (already shown).
Results for COc1cccc(NC(=O)CC2(CC(=O)O)CCCC2)c1 = p97 ATPase inh = 6; PERK inhibitor = 1.2; KLK5 inh = -23; FXIa inh = -3; Furin inhibitor = -23; Cl transport mod = 0.61; Wee1 degr inh = 0; FXIIa inh = 8; thrombin 1536 = -3
Results for CCOC(=O)c1[nH]c2ccc(Cl)cc2c1-c1ccccc1 = p97 ATPase inh = -11; PERK inhibitor = 0.2; KLK5 inh = 5; FXIa inh = -1; Furin inhibitor = -5[20 µM]; Cl transport mod = 0.72; Wee1 degr inh = 2; FXIIa inh = 6; thrombin 1536 = 1
